BCLXL inh – blocks human Bcl-xL binding to Bim BH3 peptide; AID 2129; hit rate 0.7% among 320,000; Q07817; inhibition, % at 10.9 µM; GST-Bcl-xL / FITC-Bim BH3 peptide fluorescence polarization;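 active = inhibition above the mean of all tested compounds plus 3 SD, cutoff set per campaign, cut at about 30% in these data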;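 note: 0% = DMSO wells and 100% = unlabeled Bim-BH3 peptide competitor; inhibitors lower millipolarization by displacing the labeled peptide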
PAFAH1B2 inh – blocks human PAF acetylhydrolase 1b catalytic subunit 2. P68402. recombinant PAFAH1B2, FP-rhodamine activity probe, fluorescence polarization. inhibition, % at 3.39 µM. hit rate 1.2% among 340,000. AID 492953;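 active = inhibition above the mean of all tested compounds plus 3 SD, cut at about 24% in these data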;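 note: 0% = enzyme with DMSO and 100% = wells lacking PAFAH1B2; many of its hits are not listed in these tables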
Target sequence (P68402 whole entry, looked up): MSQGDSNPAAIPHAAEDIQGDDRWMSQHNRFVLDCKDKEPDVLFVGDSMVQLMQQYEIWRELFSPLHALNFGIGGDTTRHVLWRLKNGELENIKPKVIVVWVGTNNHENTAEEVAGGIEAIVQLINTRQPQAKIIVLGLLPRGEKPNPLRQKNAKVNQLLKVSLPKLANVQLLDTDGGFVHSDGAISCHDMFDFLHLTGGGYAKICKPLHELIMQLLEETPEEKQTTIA
GLD-1 TGE inh – GLD-1-TGE RNA interaction inhibition (C. elegans); hit rate 0.44% among 320,000; inhibition, % at 5.96 µM; Q17339; purified GLD-1 + fluorescein TGE RNA, fluorescence polarization;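 active = percent inhibition above a per-plate cutoff, the plate mean of test compounds plus 3 SD, cut at about 30% in these data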;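 note: 0% = DMSO wells with GLD-1 and probe and 100% = wells lacking GLD-1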
MCL1-BIM inh – inhibitors of human MCL1 binding to BIM-BH3 peptide | hit rate 0.68% among 320,000 | AID 2057 | GST-MCL1 / FITC-Bim-BH3 fluorescence polarization | Q07820 | inhibition, % at 10.9 µM;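 active = inhibition above the mean inhibition of all tested compounds plus 3 SD, set per campaign, cut at about 40% in these data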;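 note: 0% = DMSO wells and 100% = unlabeled Bim-BH3 peptide control; higher means more loss of mP so more displacement of Bim peptide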
Target sequence (Q07820 whole entry, looked up): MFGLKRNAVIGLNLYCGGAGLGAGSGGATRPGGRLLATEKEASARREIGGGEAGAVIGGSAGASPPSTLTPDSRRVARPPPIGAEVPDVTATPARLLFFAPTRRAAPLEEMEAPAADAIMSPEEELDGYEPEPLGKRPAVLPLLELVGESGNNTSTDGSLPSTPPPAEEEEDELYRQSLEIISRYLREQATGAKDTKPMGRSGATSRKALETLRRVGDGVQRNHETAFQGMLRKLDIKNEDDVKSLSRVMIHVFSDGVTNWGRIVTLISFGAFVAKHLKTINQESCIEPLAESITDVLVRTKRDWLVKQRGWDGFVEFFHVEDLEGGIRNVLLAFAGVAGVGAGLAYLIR
PME-1 primary – PME-1 (human) inhibition. Q9Y570. recombinant PME-1, FP-Rh probe fluorescence polarization. inhibition, % at 5.9 µM. hit rate 0.53% among 320,000. AID 2130;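 active = inhibition above the campaign mean of all compounds plus 3 SD, cut at about 26% in these data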;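 note: competitive labeling of PME-1 active site by serine hydrolase directed probe; 0% = PME-1 with DMSO and 100% = wells lacking PME-1 enzyme; inhibitors block probe labeling so polarization falls and inhibition rises; many of its hits are not listed in these tables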
MEX-5 binding – C. elegans MEX-5 TCR-2 RNA binding activity; Q9XUB2; MEX-5/FITC-TCR2 RNA binding, fluorescence polarization; stronger effect = lower value; activity score (negative = inhibition of binding), % at 10 µM; hit rate 0.38% among 300,000;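 active = inhibition past about -25% in most replicates, and total fluorescence under double the plate's negative control median, limit read from the data; inconclusive = replicates evenly split on the limit, or fluorescence at least double controls; inactive = too little inhibition in most replicates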;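 note: 0% = DMSO and -100% = 5 µM competing unlabeled TCR2 RNA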
Target sequence (Q9XUB2 whole entry, looked up): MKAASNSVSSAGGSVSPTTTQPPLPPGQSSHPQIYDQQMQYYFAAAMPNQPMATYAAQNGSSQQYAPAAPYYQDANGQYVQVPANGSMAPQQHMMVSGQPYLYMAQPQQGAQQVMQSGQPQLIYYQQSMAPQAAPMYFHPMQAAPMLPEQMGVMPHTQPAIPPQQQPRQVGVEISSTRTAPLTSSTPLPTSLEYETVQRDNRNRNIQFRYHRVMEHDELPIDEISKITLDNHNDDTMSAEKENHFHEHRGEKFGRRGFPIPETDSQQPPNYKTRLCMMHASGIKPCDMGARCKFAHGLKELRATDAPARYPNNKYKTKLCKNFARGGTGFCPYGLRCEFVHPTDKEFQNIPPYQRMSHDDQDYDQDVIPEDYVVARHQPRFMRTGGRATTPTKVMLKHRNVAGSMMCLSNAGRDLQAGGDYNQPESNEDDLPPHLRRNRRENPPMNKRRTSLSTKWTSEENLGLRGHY
pPAFAH FP inh – inhibitors of human plasma PAF acetylhydrolase (pPAFAH) | AID 463082 | recombinant pPAFAH, FP-rhodamine probe fluorescence polarization | inhibition, % at 3.39 µM | Q13093 | hit rate 1.5% among 330,000;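 active = inhibition above the mean inhibition across the screen plus 3 SD, cut at about 25% in these data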;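 note: inhibitors block binding of the rhodamine activity-based probe so polarization drops; 0% = enzyme with DMSO and 100% = wells lacking pPAFAH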
AHR act – activators of human aryl hydrocarbon receptor; P35869; AHR-responsive luciferase reporter cells, luminescence; activation, % at 5 µM; hit rate 2.5% among 320,000; in the data active = activation above about 47%;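 note: 0% = vehicle wells and 100% = reference agonist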
Fam108B inh – blocks mouse Fam108B hydrolase in RBBP9 counter-screen; recombinant Fam108B, FP-Rh probe fluorescence polarization; inhibition, % at 9.51 µM; hit rate 0.33% among 300,000; AID 1947;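 active = inhibition above the screen mean inhibition plus 3 SD, computed separately per campaign, cut at about 18% in these data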;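 note: inhibitors lower polarization as less probe binds the enzyme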
Active calls of the source: *; ? = inconclusive; . = not tested or not shown. These rows are one share of the data (hit frequency here may not be typical).

Every second line gives: BCLXL inh	PAFAH1B2 inh	GLD-1 TGE inh	MCL1-BIM inh	PME-1 primary	MEX-5 binding	pPAFAH FP inh	AHR act	Fam108B inh
- COc1ccc(CCNC(=O)CN2C(=O)NC(Cc3c[nH]c4ccccc34)C2=O)cc1 (stereo unspecified)
→ 0.6	1.7	-2.8	5.0	-2.9	0.1	5.6	2.7	2.1
- Cc1nn(-c2ccccc2)c(C)c1/C=N/NC(=O)c1cc(C23CC4CC(CC(C4)C2)C3)[nH]n1
→ -1.0	-5.6	4.5	5.5	-36.2	0.2	1.2	4.3	-19.3
- COc1ccc(S(=O)(=O)NC(C(=O)NCCc2ccccn2)C(C)C)cc1 (stereo unspecified)
→ -0.1	-1.4	-0.3	-0.9	-5.7	0.1	3.0	0.4	1.4
- O=C(Nc1ccccc1OC(F)F)c1cccc(S(=O)(=O)N2CCCC2)c1
→ -0.6	5.9	-8.2	-0.7	-2.0	-1.9	0.2	4.6	-3.4
- COc1ccc(/C=C(/C(=O)c2ccc(Cl)cc2Cl)n2cncn2)cc1
→ 3.3	4.1	0.9	3.0	0.7	0.3	6.3	2.0	-1.6
- Cn1c(N)c(C(=O)CSc2nc(N)cc(=O)[nH]2)c(=O)n(C)c1=O
→ -0.7	-3.7	-2.9	2.6	-5.9	2.0	-4.2	-3.4	-2.2
- NC(=O)CSc1nccn1Cc1ccc(Cl)cc1
→ 0.0	4.7	-3.3	-1.5	8.4	2.0	5.7	2.0	5.7
- O=C(NCC(c1ccco1)N1CCCCC1)C(c1ccccc1)c1ccccc1 (stereo unspecified)
→ 6.5	-1.6	1.8	2.0	-0.6	1.4	1.7	-1.2	2.1
- COc1ccccc1C(=O)NCCC(=O)Nc1ccc(S(=O)(=O)Nc2ncccn2)cc1
→ 2.0	-0.8	1.6	-1.6	0.0	.	0.9	3.3	.
- CN(C(=O)c1cnc(N2CCN(c3ncccn3)CC2)c2ccccc12)c1ccc(Cl)cc1
→ 6.7	7.0	8.2	4.2	3.0	0.3	2.5	4.6	0.4
- Nc1ccc(C(=O)OCCc2ccccc2)cc1
→ 0.9	7.4	8.4	2.9	0.1	0.7	8.9	-1.5	4.0
- Cc1cc(C)c2[nH]c(=O)c(CN(CC3CCCO3)C(=O)C3CCCO3)cc2c1 (stereo unspecified)
→ 3.6	2.8	4.1	10.8	-10.6	0.5	3.8	8.1	-0.1
- Cc1c(C)n(Cc2ccccc2)c2ncnc(NCCN(C)C)c12
→ 4.5	0.7	-0.4	5.7	0.3	0.5	3.3	1.8	-5.6
- COc1ccc(OC)c(C2C(C(=O)c3ccc(C)o3)=C(O)C(=O)N2c2cc(C)on2)c1 (stereo unspecified)
→ -0.6	0.2	6.9	2.6	-2.1	1.0	4.7	1.1	-0.5
- O=C(NCCn1cc(SCc2ccc(F)cc2)c2ccccc21)c1ccccc1F
→ 1.6	1.6	-1.0	2.2	0.4	0.4	7.0	42.6	-4.2

The final 2 records of the section before lead into the next:
Every second line gives: BCLXL inh	PAFAH1B2 inh	GLD-1 TGE inh	MCL1-BIM inh	PME-1 primary	MEX-5 binding	pPAFAH FP inh	AHR act	Fam108B inh
- COc1ccc(OC)c(C2C(C(=O)c3ccc(C)o3)=C(O)C(=O)N2c2cc(C)on2)c1 (stereo unspecified)
→ -0.6	0.2	6.9	2.6	-2.1	1.0	4.7	1.1	-0.5
- O=C(NCCn1cc(SCc2ccc(F)cc2)c2ccccc21)c1ccccc1F
→ 1.6	1.6	-1.0	2.2	0.4	0.4	7.0	42.6	-4.2
- CCc1nc2ccccc2c(C(=O)OCC(=O)C(C)(C)C)c1C
→ -1.6	1.4	3.6	-1.5	-5.3	-0.3	0.5	9.2	-0.1
- O=S(=O)(c1ccccc1)N1CCN(C(c2ccccc2)c2ccc(OC(F)(F)F)cc2)CC1 (stereo unspecified)
→ 1.3	3.1	0.9	-6.5	-2.8	2.4	3.1	0.4	-1.3
- Cc1ccccc1NC(=S)N(Cc1cccnc1)Cc1ccccc1Cl
→ 5.0	-2.6	1.9	6.1	-2.1	0.2	1.6	3.9	3.0
- COc1ccc(CCNC2CC(=O)N(N(C)C)C2=O)cc1OC (stereo unspecified)
→ 3.5	5.0	6.2	5.9	3.3	-0.6	3.7	0.1	3.5
- N#CCSc1nnc(Cc2cccc3ccccc23)n1C1CCCCC1
→ -4.6	1.1	7.0	-5.9	1.6	-1.9	-1.1	0.3	-4.3
- Cc1ccsc1CN(C)CC(=O)NCC(=O)Nc1ccc(F)c(F)c1F
→ .	9.3	1.1	.	.	.	1.0	9.8	.
- CCn1c(=NC(=O)c2cccc(N3C(=O)CCC3=O)c2)sc2c(C)ccc(OC)c21
→ 6.1	1.6	10.6	3.0	-15.4	1.3	-5.0	37.1	-11.1
- N#Cc1ccc(C(=O)N2CCN(C(=O)C3CCCO3)CC2)cc1 (stereo unspecified)
→ -0.7	3.5	-2.0	6.7	1.9	.	0.2	-0.6	.
- COc1ccc(NC(=O)N(C)C[C@H]2Oc3ccc(NS(=O)(=O)c4ccc(F)cc4)cc3C(=O)N([C@H](C)CO)C[C@@H]2C)cc1
→ .	0.7	10.0	.	.	.	16.7	-0.4	.
- COc1cc(C2/C(=C(\O)c3cc(C)ccc3C)C(=O)C(=O)N2CCN(C)C)ccc1O (stereo unspecified)
→ -2.3	1.6	1.3	-5.2	-2.9	-0.8	-1.1	2.7	2.3
- COC(=O)c1ccc(CSc2nc3sc4c(c3c(=O)n2C)CCCC4)o1
→ -3.1	1.8	0.2	1.0	-3.5	1.5	-10.8	3.2	-10.2
- CC(C)C(NC(=O)c1ccccc1)C(=O)OCn1nnc2ccccc2c1=O (stereo unspecified)
→ -0.3	4.5	3.4	0.3	-2.3	.	-1.9	1.2	.
- CCOC(=O)C(C)On1c(-n2nc(C)cc2C)nc2ccccc2c1=O (stereo unspecified)
→ 0.9	2.6	-5.4	1.5	2.5	0.1	-0.3	4.0	2.1
- O=C(CN1C(=O)/C(=C2\SC(=S)N(C3CCS(=O)(=O)C3)C2=O)c2ccccc21)Nc1ccc(F)cc1 (stereo unspecified)
→ 15.4	.	5.2	10.3	4.5	-1.3	5.6	-2.8	0.1
- Cc1ccc2nccc(C(=O)N3CCCC(Nc4ccc(C)c(C)c4)C3)c2c1 (stereo unspecified)
→ 2.9	1.9	1.5	8.6	0.8	0.2	1.1	31.9	-8.1
- NNc1cc([N+](=O)[O-])cc2c1C(=O)N(Cc1ccccc1)S2=O (stereo unspecified)
→ 16.5	4.8	-0.4	20.8	9.8	-2.3	17.5	0.4	10.4
- CCCCN(C(=O)C1CC(=O)N(CCc2ccc(OC)c(OC)c2)C1)c1c(N)n(CCCC)c(=O)[nH]c1=O (stereo unspecified)
→ 3.7	1.2	16.0	-6.7	-7.9	-5.7	0.7	-4.0	-2.1
- COc1ccc(/C=N/NC(=O)c2ccc(Cl)cc2)cc1COC(C)=O
→ 2.0	-0.3	3.4	1.4	-3.5	0.1	0.7	5.1	-7.4
- Cc1cc(C)c(C)c(S(=O)(=O)N2CCC(C(=O)NCCCN3CCOCC3)CC2)c1C
→ -3.2	-1.7	-0.9	-5.0	4.4	.	0.5	4.9	.
- Cc1ccc(SCCNC(=O)C(C)C)cc1
→ -3.8	7.2	4.1	-10.1	2.9	-0.2	2.4	-0.9	-2.4
- CCCCNCc1cc2ccccc2o1
→ 2.7	2.9	2.0	-2.2	5.9	-1.9	3.3	-1.1	-2.1
- O=S(=O)(c1ccc(F)c(F)c1)N1CCN(c2ncccn2)CC1
→ 1.3	4.5	0.3	6.9	0.3	-1.2	-1.8	-2.1	1.0
- COc1ccccc1CNC(=O)c1ccc(OCC2CCCO2)cc1 (stereo unspecified)
→ 5.2	-1.7	-0.2	5.9	3.3	1.3	4.1	3.1	-0.5
- CCOC(=O)COc1coc(CN2CCN(c3cccc(Cl)c3)CC2)cc1=O
→ 10.3	2.3	3.5	5.4	-2.6	-2.5	-0.2	0.7	-2.1
- COC(=O)c1cc(NS(=O)(=O)c2ccc(NCc3cccnc3)c([N+](=O)[O-])c2)cc(C(=O)OC)c1
→ 2.6	3.6	4.4	10.6	4.2	-1.1	7.0	-1.0	2.6
- O=C(Nc1ccc(F)cc1)N(CCCN1CCOCC1)Cc1cc2cc3c(cc2[nH]c1=O)OCO3
→ 1.4	3.3	5.9	8.8	-1.0	0.6	2.6	6.4	4.1
- S=C(NCc1ccccc1)N1CCN(Cc2ccc3c(c2)OCO3)CC1
→ 4.4	-1.1	0.7	1.1	-2.2	-1.7	-1.2	-0.1	-1.8
- CC(C)(C)c1ccc(C(=O)NCC(=O)OCN2C(=O)c3ccccc3C2=O)cc1
→ -2.3	15.9	5.3	-10.8	-3.6	0.1	5.9	-2.5	-0.5
- Fc1ccc(C2=CC(c3cccs3)n3nnnc3N2)cc1 (stereo unspecified)
→ 2.6	5.7	1.7	3.1	-2.0	-2.2	-1.9	35.0	3.1
- Cc1ccnn1CCC(=O)N1CCCC(N2CCN(c3cccc(Cl)c3)CC2)C1 (stereo unspecified)
→ 1.1	-1.5	3.5	4.3	3.0	-2.6	2.3	-0.9	2.5
- CCCC(=O)Nc1ccccc1NC(=O)CN(C)S(=O)(=O)c1ccccc1
→ -3.6	6.9	-11.9	-10.8	-0.8	-0.1	-5.3	5.1	-3.5
- COc1ccccc1NC(=O)N1CCC(NC(=O)C2CCCCC2)CC1
→ 0.8	1.3	6.5	1.5	0.3	-0.9	3.4	-1.6	0.0
- COc1ccc(Cl)cc1N=Cc1c(O)cc(C)oc1=O
→ 12.2	-0.5	-3.8	8.0	-0.8	-1.8	0.5	1.1	0.3
- COC(=O)[C@H](Cc1ccccc1)NC(=O)[C@@H](N)CC(=O)OCc1ccccc1
→ -0.8	3.6	2.0	-2.0	-5.8	.	4.0	-1.9	.
- Clc1ccc(Cn2cc(Br)cn2)cc1Cl
→ 7.7	6.3	4.8	10.5	6.4	1.6	7.2	1.8	-1.2
- Oc1ccc(Br)cc1C=Nc1cccn2cc(-c3ccccc3)nc12
→ 11.2	5.3	6.9	11.4	-0.8	?	3.9	4.7	2.8
- CCCSc1nc(-n2ncc(C#N)c2N)c2c3c(sc2n1)CCC(C)C3 (stereo unspecified)
→ 2.2	1.9	5.6	-0.3	-3.7	1.8	-2.6	21.2	-2.3
- COc1cccc(CNC(=O)C(=O)NCC2CCCN2S(=O)(=O)c2cc(C)ccc2C)c1 (stereo unspecified)
→ -3.2	3.8	-0.8	5.4	2.7	3.3	1.8	-0.5	-0.8
- CN1CCN(C(=O)CSc2nc(-c3cccs3)cc(-c3cccs3)c2C#N)CC1
→ 3.0	4.0	-15.8	5.6	1.9	-11.4	27.5*	2.6	-2.3
- CN1CCCC1CCNc1ccc2c(=O)c3ccccc3oc2c1 (stereo unspecified)
→ -1.9	2.0	0.6	1.6	1.2	1.9	-2.5	11.8	0.0
- COc1ccc(C(=O)NCc2nnc(SCC(=O)N3CCc4ccccc43)n2Cc2ccccc2)cc1
→ 5.2	4.4	1.5	3.2	-4.3	-0.8	3.5	-0.5	-1.4
- NS(=O)(=O)c1ccc(NC(=O)c2ccc(S(=O)(=O)N3CCCCCC3)cc2)cc1
→ .	4.6	1.0	.	.	.	-0.6	-1.5	.
- O=C1CCCN1c1ccc(S(=O)(=O)Nc2cccnc2)cc1
→ 1.1	5.4	0.3	-7.8	0.7	1.5	0.2	-0.4	5.3

Screening data deposited in PubChem BioAssay by several laboratories.
